JMJD2A Tudor – inhibitors of human JMJD2A Tudor domain | O75164 | AlphaScreen JMJD2A-Tudor / H3K4me3 peptide binding | Potency, µM (series often up to 114 µM), without a hit: at the highest dose activity change, negative = inhibition, most hits filed as inhibitors | hit rate 4.4% among 390,000 | AID 504339; note: potency is the fitted concentration of half-maximal effect; % is set by controls: 0 for no effect and ±100 for the full control effect; nearly all actives have a fitted effect of over 50% in size
HP1b chromo inh – HP1-beta chromodomain-methylated histone interaction inhibition; AlphaScreen HP1-beta / biotin-H3K9me3 peptide binding; hit rate 0.56% among 390,000; Potency, µM (series often up to 114 µM), inactives show at the top dose activity change, negative = inhibition, usual class: inhibitors; AID 540317; note: potency is the fitted concentration of half-maximal effect; nearly all actives have a fitted effect of over 70% in size; inactives centre near 23
Target sequence (P83916 whole entry, looked up): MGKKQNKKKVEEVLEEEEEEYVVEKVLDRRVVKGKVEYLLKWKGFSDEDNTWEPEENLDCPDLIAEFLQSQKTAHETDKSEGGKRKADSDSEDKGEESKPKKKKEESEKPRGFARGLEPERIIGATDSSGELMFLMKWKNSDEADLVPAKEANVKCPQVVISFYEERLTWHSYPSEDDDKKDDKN
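HP1-beta protein (50 nM final) preincubated 30 min at room temperature with biotinylated H3(1-18)K9me3 peptide (50 nM) in PBS pH 7.4, 0.01% Tween-20, then compound added for 30 min. AlphaScreen streptavidin donor/nickel chelate acceptor beads (10 ug/mL final), 30 min dark, luminescence read.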
ALOX12 inh – inhibitors of human 12S-lipoxygenase ALOX12; purified 12hLO, xylenol orange hydroperoxide absorbance; hit rate 1.1% among 580,000; AID 1671190; Potency, µM (series often up to 108 µM), without a hit: at the highest dose activity change, negative = inhibition, usual class: inhibitors; P18054; note: potency is the fitted concentration of half-maximal effect; % is set by controls: 0 for no effect and ±100 for the full control effect
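Hydroperoxide product was detected by ferrous iron/xylenol orange as the 573 to 405 nm absorbance ratio. Arachidonic acid at 40 uM (final) was turned over for 30 min at room temperature by 150 nM human 12hLO, pH 7.0 Hepes buffer, after 15 min compound preincubation.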
PI4K2A inh – inhibitors of human PI4K2A | purified PI4K2A, ADP-Glo luminescence, 1 h; hits give low values | Q9BTU6 | hit rate 0.13% among 420,000 | activity change, negative = inhibition, % at 76.9 µM; in the data active = activity change below about -50%; inconclusive = mostly about -30% to -49%;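 note: -100% = wells without enzyme as full effect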
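PI4K2A activity was measured by ADP-Glo luminescence: enzyme (4 ug/mL stock) and phosphatidylinositol (1.2 mM stock) in Tris pH 7.5/MgCl2/EGTA/Triton X-100 buffer were reacted with ATP (300 microM stock) for one hour at ambient temperature.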
G9a block – blocks human histone lysine methyltransferase G9a; G9a H3K9 monomethylation, AlphaScreen, 2 h; Potency, µM (doses to about 102 µM), for the others: top-dose activity, negative = inhibition, most hits filed as inhibitors; hit rate 8.8% among 350,000; note: potency is the fitted concentration of half-maximal effect; % is set by controls: 0 for no effect and ±100 for the full control effect; nearly all actives have a fitted effect of over 75% in size
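Readings reflect AlphaScreen signal from monomethyl-H3K9 antibody detection. HMT at 20 nM; substrate b-H3K9 500 nM; cofactor SAM 20 uM; 2 h RT reaction; compounds tested as titrations in qHTS with 15 min preincubation.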
ERG-DNA inh – blocks human ERG Ets domain binding to DNA. P11308. fluorescence polarization, His-ERG Ets domain / labelled DNA. Potency, µM (highest dose often 76.9 µM), without a hit: top-dose FP activity, negative = inhibition, most hits filed as inhibitors. hit rate 0.028% among 370,000. AID 624246; active = well fitted inhibition curve with a large enough effect in the polarisation, with a control signal flat; inconclusive = small, poorly fitted or top-dose-only effect, or effect the other way, or a change in a side signal; inactive = no such curve, though single readings can be large or run the other way; the % refers to the polarisation;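 note: polarization taken with two DNA probes labelled with fluorescein and Texas red; potency is the fitted concentration of half-maximal effect; % of control where 0% means no effect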
Target sequence (P11308 whole entry, looked up, the tested form may be a part): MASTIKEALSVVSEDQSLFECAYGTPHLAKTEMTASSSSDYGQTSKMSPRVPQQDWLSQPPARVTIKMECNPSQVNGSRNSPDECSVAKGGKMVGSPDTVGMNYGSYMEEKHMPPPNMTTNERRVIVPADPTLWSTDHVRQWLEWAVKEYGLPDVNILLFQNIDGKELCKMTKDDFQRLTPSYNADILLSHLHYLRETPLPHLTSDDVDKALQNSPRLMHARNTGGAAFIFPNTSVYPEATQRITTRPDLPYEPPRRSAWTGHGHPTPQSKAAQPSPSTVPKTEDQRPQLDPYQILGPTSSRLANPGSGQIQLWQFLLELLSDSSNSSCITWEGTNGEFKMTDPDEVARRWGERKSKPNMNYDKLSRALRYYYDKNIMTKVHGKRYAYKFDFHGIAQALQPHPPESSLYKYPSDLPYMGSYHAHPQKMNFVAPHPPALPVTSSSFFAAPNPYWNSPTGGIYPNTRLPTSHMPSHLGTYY
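His-tagged ERG Ets domain (1 uM in the protein solution; 300mM KCl, 50mM Tris-HCl, 1mM EDTA, 1mM DTT, pH 7.5) received compound, then a probe mix of 5 nM fluorescein-DNA and 100nM Texas-615-DNA. Fluorescence polarization was read for both dyes.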
RGS4 inhibitor – blocks human RGS4-accelerated GTP hydrolysis. hit rate 0.039% among 390,000. P49798. Transcreener GDP fluorescence polarization, RGS4-accelerated GTP hydrolysis. Potency, µM (series often up to 114 µM), for the others: at the highest dose activity change, negative = inhibition, usual class: inhibitors; note: potency is the fitted concentration of half-maximal effect; % is set by controls: 0 for no effect and ±100 for the full control effect; nearly all actives have a fitted effect of over 75% in size; some results filed as inactive show a strong effect at the top dose
Target sequence (P49798 whole entry, looked up): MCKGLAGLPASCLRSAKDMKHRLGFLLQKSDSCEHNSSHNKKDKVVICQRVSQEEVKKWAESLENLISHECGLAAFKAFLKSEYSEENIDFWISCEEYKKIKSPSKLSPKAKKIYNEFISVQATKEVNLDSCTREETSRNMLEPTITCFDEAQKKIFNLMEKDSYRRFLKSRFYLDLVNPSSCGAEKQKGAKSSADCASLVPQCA
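MLSMR compounds (23 nl, pin-transferred) preincubated 10 min at room temperature with a 500nM (2x) first reagent, then RGS4 at 900nM (2x) plus Transcreener GDP mix added; fluorescence polarization (620/688 nm) read before and after 90 min at 30 °C.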
GLS inhibitor – glutaminase GLS (human) inhibition. O94925. GLS enzymatic activity, qHTS titration. Potency, µM (highest dose often 45.5 µM), inactives show at the top dose activity change, negative = inhibition, hits mostly inhibitors. hit rate 0.21% among 410,000. AID 624170; note: potency is the fitted concentration of half-maximal effect; % is set by controls: 0 for no effect and ±100 for the full control effect
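Compounds were pin-transferred onto hKGA, after which L-glutamine (1 mM solution) and a detection mix of glutamate oxidase, HRP and Amplex Red were added. Initial and 30 min RT fluorescence reads were collected.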
BAZ2B inh – BAZ2B (human) inhibition | AlphaScreen BAZ2B-H3K14Ac peptide displacement | Potency, µM (series often up to 114 µM), for the others: top-dose activity change, negative = inhibition, hits mostly inhibitors | hit rate 4.4% among 360,000; note: potency is the fitted concentration of half-maximal effect; % is set by controls: 0 for no effect and ±100 for the full control effect; nearly all actives have a fitted effect of over 60% in size
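Inhibition is scored as reduced AlphaScreen emission. The BAZ2B/b-H3(5-23)K14Ac complex (50 nM each) in PBS pH 7.4, 0.01% Tween-20 meets compound (up to 110 uM) for 30 min at RT before bead addition.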
* = called active by the depositor; ? = inconclusive; / = no result given; [ ] = another dose, or the depositor's remark. Unless noted, calls come from the whole dose curve; as a rule, active = well fitted curve in the direction sought with a large enough effect; inconclusive = small, poorly fitted or top-dose-only effect, or another doubt; inactive = no such curve, though single readings can be large; an effect the other way counts as inactive or inconclusive. This is a subset; rates above refer to the full screens.

The line under a structure holds: JMJD2A Tudor	HP1b chromo inh	ALOX12 inh	PI4K2A inh	G9a block	ERG-DNA inh	RGS4 inhibitor	GLS inhibitor	BAZ2B inh
CCOc1ccc(CN2CCN(Cc3ccc4c(c3)c3ccccc3n4CC)CC2)cc1
→ 22µM*	?	?	2	4.5µM*	1%	-16%	-16%	10µM*
Cc1ccc(S(=O)(=O)N2CCOCC2)cc1NC(=O)COC(=O)CSc1ccc(Br)cc1C
→ -29%	15%	-7%	4	18µM*	-5%	?	7%	-2%
CCN1CCCC1CNC(=O)c1cc(S(=O)(=O)N(C)C)ccc1Cl (stereo unspecified)
→ -4%	26%	19%	2	-13%	5%	1%	0%	0%
O=C(NCc1cccnc1)C1CC(=O)N(c2ccc(F)cc2)C1 (stereo unspecified)
→ 10%	36%	204%[activator]	-4	7%	3%	-7%	9%	13%
Oc1[nH]c2ccc(Br)cc2c1N=NC(=S)N1CCOCC1
→ 18µM*	-37%	40µM*	16	3.5µM*	1%	-48%	-1%	45µM*
COc1ccc(N(Cc2cccs2)C(=O)c2ccco2)cc1
→ 0%	38%	?	-1	3%[59 µM]	7%	-9%	5%	-10%
Nc1nnc(SCC(=O)N2CCN(Cc3ccccc3)CC2)s1
→ -5%	20%	?	-1	45µM*	-14%	7%	-6%	3%
NS(=O)(=O)c1ccc(CCNC(=O)CCCC2=NS(=O)(=O)c3ccccc3N2)cc1
→ -14%	20%	0%	1	0%	-7%	28%	11%	-5%
Cc1ccc(-c2nc(NCc3cccnc3)c3ccccc3n2)cc1
→ -28%	19%	-6%	-1	16%[59 µM]	7%	0%	9%	-7%
COc1cc(/C=C2\SC(=O)NC2=O)ccc1OCC(=O)N1CCOCC1
→ -15%	13%	-10%	-1	/	-1%	-52%	-1%	/
CCC(C)NS(=O)(=O)c1ccc(NC(=O)CNCc2cccs2)cc1 (stereo unspecified)
→ 25µM*	-11%	?	11	/	-2%	-3%[56.9 µM]	-10%	/
Fc1ccc(-c2nn3c(C4COc5ccccc5O4)nnc3s2)cc1 (stereo unspecified)
→ ?	?	?	1	3.2µM*	-8%	?	?	0%
COc1ccc(CC(=O)N2CCOCC2)cc1
→ -16%	61%[activator]	-7%	-7	?	-1%	-9%	12%	9%
Cc1ccc(C(=O)N/C(=C\c2cccnc2)c2nc3ccccc3[nH]2)cc1
→ -3%	35%	13%	3	12%[59 µM]	-11%	-28%	-5%	-9%
CCN(CC)S(=O)(=O)c1ccc(N2CCOCC2)c(NC(=O)C2CCCO2)c1 (stereo unspecified)
→ 5%	29%	22%	0	10%[59 µM]	-8%	-6%	-3%	3%
Cc1ccc(N/N=C/c2c(O)cc(C)oc2=O)cc1
→ -29%	46%[activator]	?	2	?	12%	-54%	14%	?
CSc1sc(C(=O)N2CCc3ccccc32)cc1S(=O)(=O)C(C)C
→ -5%	17%	6%	-2	/	1%	8%	-2%	-12%
O=C(Nc1ccc(-c2nc3cc(NC(=O)c4cccs4)ccc3o2)cc1)c1cccs1
→ -4%	21%	2%	5	-14%[0.0925 µM]	-2%	-4%	-7%	19%
COc1ccc(Br)c(-c2nnc(CS(=O)(=O)c3ccccc3)o2)c1
→ 6%	29%	16%	4	-10%	3%	-1%	2%	-6%
COc1ccc(NC(=O)CCc2nc(-c3ccc(C)cc3)no2)cc1Cl
→ 7%	28%	5%	2	-22%	-2%	-3%	10%	-6%
CCOC(=O)C1CCN(C2=NC(=O)/C(=C/c3ccccc3OC)S2)CC1
→ -9%	31%	0%	3	-7%	6%	-4%	-4%	2%
COc1cccc(NC(=O)CN(C)C(=O)c2cc3c(s2)CCCC3)c1
→ -18%	25%	?	0	?	10%	5%	-1%	1%
CCc1cc(=O)oc2cc(C)cc(OCC(=O)NCC3CCC(C(=O)O)CC3)c12 (stereo unspecified)
→ -18%	18%	28%	-7	4%[12.7 µM]	-3%	15%	6%	-21%
CCc1cc(=O)[nH]c(SCC(=O)N2CCC(Cc3ccccc3)CC2)n1
→ -28%	12%	0%	1	?	-4%	26%	-5%	10%
N#CC12CCCCC1CC1CCCCC1(C#N)N2N (stereo unspecified)
→ -14%	44%[activator]	?	2	?	3%	-52%	56%[activator]	-8%
CCOc1ccc(Nc2oc(-c3ccc(COc4ccc(C)cc4)o3)nc2C#N)cc1
→ -24%	4%	?	0	-25%[59 µM]	2%	49%	0%	?
C=CCNC(=O)CSc1nnc(-c2ccccc2Cl)n1-c1c(C)n(C)n(-c2ccccc2)c1=O
→ 0%	37%[activator]	27%	4	-2%[12.7 µM]	-3%	8%	5%	4%
COc1ccc(S(=O)(=O)N2CC(O)CC2C(=O)Nc2cccnc2)cc1 (stereo unspecified)
→ 2%	25%	5%	-3	/	-4%	-12%	-8%	-10%
Cc1onc(-c2c(F)cccc2Cl)c1C(=O)NCCc1ccncc1
→ -4%	34%[activator]	117%[activator]	0	15%[12.7 µM]	3%	27%	6%	-1%
Cc1cnc(C)c(N2CCC(C(=O)NC(C)c3cccs3)CC2)n1 (stereo unspecified)
→ -26%	47%[activator]	0%[57.4 µM]	-3	-16%	8%	-8%	-8%	-25%
CCc1c(O)nc(SCC(=O)Nc2ccccc2)n(-c2ccccc2)c1=O
→ -26%	25%	6%	4	-17%	1%	7%	2%	-2%
Cc1nccn1CC(=O)O
→ -1%	46%[activator]	37%[activator]	0	-8%	-1%	0%	-9%	-1%
CC(C)(C)N(Cc1cc2ccccc2[nH]c1=O)C(=O)C1CCCCC1
→ 1%	3%	2%	-3	-48%	-2%	8%	7%	-3%
CCn1c2ccccc2c2cc(NC(=O)COC(=O)c3ccccc3F)ccc21
→ -7%	22%	-22%	1	-8%[59 µM]	-5%	-24%	4%	4%
C=CCn1c(SCC(=O)OCC)nc2cc(C(=O)NCc3ccco3)ccc2c1=O
→ -19%	7%	1%	-3	17%	-4%	6%	1%	7%
CCCN(CCC)C(=O)c1c(NC(=O)CC)sc2c1CCCCC2
→ -22%	6%	-4%	0	6%[59 µM]	6%	-29%	-1%	-4%
NC(=O)C1(c2ccccc2)CCC(=O)N1c1ccccc1 (stereo unspecified)
→ -18%	8%	56%[activator]	-1	19%	-8%	-4%	4%	1%
CCOc1ccccc1NC(=O)c1cc(C(=O)c2cc(Br)ccc2O)coc1=N
→ -14%[11.4 µM]	-1%	?	-1	?	3%	-48%	12%	?
O=C(Nc1cccc(C(F)(F)F)c1)c1cccnc1N1CCN(CCO)CC1
→ -15%	26%	-14%	4	-10%	3%	-7%	2%	-4%
CCOC(=O)C1=C(N)Oc2c(oc(CO)cc2=O)C1c1ccccc1 (stereo unspecified)
→ 5%	20%	6%	-4	-10%[59 µM]	4%	-13%	-10%	-11%
O=S(=O)(c1cccs1)N1CCCc2ccccc21
→ 17%	45%[activator]	?	7	0%[59 µM]	1%	1%	-5%	52%[activator]
O=C(Nc1ccccc1)Oc1ccc[nH]c1=O
→ -17%	-3%	?	-7	?	3%	-34%	28%	?
O=C(CCCCCN1C(=O)c2cccc3cccc(c23)C1=O)NC1CCS(=O)(=O)C1 (stereo unspecified)
→ -24%	16%	12%	-5	24%	-3%	-31%[56.9 µM]	5%	-1%
Cc1nc2c(sc(=S)n2Cc2ccco2)c(=O)n1CC(=O)Nc1ccccc1Cl
→ -15%	92%[activator]	-35%	-3	1%	7%	-37%[56.9 µM]	0%	-11%[57.1 µM]
O=C(Nc1ccc2nc3n(c(=O)c2c1)CCCC3)c1ccccc1F
→ -6%	40%[activator]	67%[activator]	-1	-1%	-10%	-3%	2%	-2%
CCC(=O)Nn1c(C)nnc1C
→ -7%	10%	157%[activator]	4	-7%	-8%	16%	7%	2%
Cc1ccc(S(=O)(=O)N2CCOc3ccccc32)c(C)c1NS(C)(=O)=O
→ 1%	41%[activator]	0%	-4	-1%	3%	-2%	0%	-2%
COc1ccccc1CN1CCN(C2CCN(C(=O)Nc3ccccc3)CC2)C(=O)C1=O
→ 10%	45%[activator]	-15%	8	-3%[12.7 µM]	5%	-13%	0%	0%
CSc1ccc(C2=CC(=O)C[C@H](c3ccc(F)cc3)C2)cc1
→ -1%	67%[activator]	-48%	-4	-9%[0.501 µM]	-2%	-10%	0%	-3%
Cc1cc(C)cc(NC(=O)CSc2nnc(CNC(=O)c3cccs3)o2)c1
→ -13%	41%	-12%[57.4 µM]	12	15%[12.7 µM]	0%	-7%	11%	-8%
COc1ccc(CNC(=O)CN(C)S(=O)(=O)c2ccc3nc(C)sc3c2)cc1
→ 3%	33%	0%	-5	4%[59 µM]	-4%	-24%	-1%	0%

Record cards (already shown). Values in the order: JMJD2A Tudor	HP1b chromo inh	ALOX12 inh	PI4K2A inh	G9a block	ERG-DNA inh	RGS4 inhibitor	GLS inhibitor	BAZ2B inh
COc1cccc(NC(=O)CN(C)C(=O)c2cc3c(s2)CCCC3)c1 is listed with -18%	25%	?	0	?	10%	5%	-1%	1%
CCc1c(O)nc(SCC(=O)Nc2ccccc2)n(-c2ccccc2)c1=O is listed with -26%	25%	6%	4	-17%	1%	7%	2%	-2%

Compound activity as filed in PubChem BioAssay.
